# Screening data as filed in PubChem BioAssay.
# D1 PAM – Potentiators of Human D1 Dopamine Receptor: qHTS. D(1A) dopamine receptor (Homo sapiens), P21728. HEK293 TREx D1 cells, calcium flux, dopamine EC20 potentiation. potentiation, % at 10 µM. hit rate 0.036% among 360,000. AID 504651, 2011; in the data active = potentiation above about 30%; also: 0% is about no effect
# Vif-A3G inh – qHTS for Inhibitors of Vif-A3G Interactions: qHTS | DNA dC->dU-editing enzyme APOBEC-3G (Homo sapiens), Q9HC16 | AID 602310, 2012 | Potency, µM (highest dose often 46.1 µM), for inactives: at the highest dose activity, negative = active, hits mostly inhibitors | hit rate 0.076% among 410,000 | HeLa A3G-eYFP + Vif (tagged APOBEC3G with the HIV-1 protein that degrades it), YFP fluorescence, overnight;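 also: potency is read from the fitted curve at half-maximal effect; % is scaled to controls: 0 for no effect and ±100 for the full control effect; nearly all actives have a fitted effect of over 60% in size; hits raise eYFP signal because A3G escapes Vif-driven loss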
# Target sequence (Q9HC16 whole entry, looked up): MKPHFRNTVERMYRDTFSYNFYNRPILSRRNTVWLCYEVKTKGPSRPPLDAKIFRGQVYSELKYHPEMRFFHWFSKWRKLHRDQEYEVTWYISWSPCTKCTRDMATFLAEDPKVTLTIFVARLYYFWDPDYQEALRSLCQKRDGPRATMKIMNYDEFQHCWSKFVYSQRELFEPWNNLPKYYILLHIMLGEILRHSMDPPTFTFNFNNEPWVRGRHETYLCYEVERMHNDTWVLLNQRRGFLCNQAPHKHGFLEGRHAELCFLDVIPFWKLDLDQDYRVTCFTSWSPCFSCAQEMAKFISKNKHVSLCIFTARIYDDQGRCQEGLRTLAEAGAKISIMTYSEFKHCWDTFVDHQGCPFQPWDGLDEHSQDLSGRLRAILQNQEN
#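 Read-out is eYFP fluorescence (Ex 488/Em 500-530) from Vif-expressing HeLa A3G-eYFP cells; more signal means A3G escaped Vif-mediated degradation. Cells plated overnight, compound pinned in, incubated overnight at 37 deg C.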
# D1 antagonist – Antagonist of Human D 1 Dopamine Receptor: qHTS; D(1A) dopamine receptor (Homo sapiens), P21728; AID 504652, 2011; HEK293 TREx D1 cells, calcium flux, dopamine EC80; active compounds read low; activity change, negative = inhibition, % at 10 µM; hit rate 3.2% among 360,000; in the data active = activity change below about -30%; also: % is scaled to controls: 0 for no effect and ±100 for the full control effect
#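 Antagonism measured as reduced calcium response to an EC80 dopamine addition following 180 s compound pre-read; cells were inducible HEK293 Trex D1 plated overnight at 30 C, read kinetically at 1 cycle/sec.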
# D2 PAM – HTS Assay for Positive Allosteric Modulators of the Human D2 Dopamine Receptor: Primary Screen for Potentiators; hit rate 0.34% among 340,000; D(2) dopamine receptor (Homo sapiens), P14416; potentiation, % at 10 µM; AID 485347, 2010; HEK293 T-REx D2, calcium flux, EC20 dopamine potentiation;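 active = potentiation over 3 SD above the plate norm, cut at about 30% in these data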; also: 0% is about no effect
#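 Potentiation of an EC20 dopamine calcium response measured kinetically over 180 s, after a preceding 180 s compound-only read flagging agonists. Cells: inducible Hek293 Trex D2 line, 4000/well, cultured overnight at 30 C before dye loading.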
# D1 agonist – Allosteric Agonists of the Human D1 Dopamine Receptor: qHTS; D(1A) dopamine receptor (Homo sapiens), P21728; HEK293 T-REx D1 cells, calcium flux, agonist mode; activation, % at 2 µM; hit rate 1% among 360,000; AID 504660, 2011; in the data active = activation above about 30%; also: 0% is about no effect
#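 Inducible HEK293 T-REx D1 cells, force-coupled to calcium signalling, were plated at 4000 cells/well with tetracycline and held overnight at 30 C. After no-wash calcium dye loading, compound-evoked calcium rise over 180 s flagged agonists.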
# GRP78 ERSR act – qHTS for Inducers of the Endoplasmic Reticulum Stress Response (ERSR) in Human Glioma: qHTS | U87-MG GRP78 promoter luciferase reporter, 16 h | Potency, µM, for the others: at the top dose activation, hits mostly activators | hit rate 0.02% among 420,000; also: potency is read from the fitted curve at half-maximal effect; series mostly up to about 76 µM; % of control where 0% means no effect; nearly all actives have a fitted effect of over 35% in size
#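 Stably transfected U87-MG glioma cells carrying a GRP78-based luciferase sensor; 16 h compound incubation. Luminescence end-point read 10 min after Bright-Glo addition at room temperature.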
# RXFP1 ag – qHTS Assay for Agonists of the Relaxin Receptor RXFP1; Relaxin receptor 1 (Homo sapiens), Q9HBX9; HEK293T-RXFP1 cAMP TR-FRET, 30 min; response scale: percent of porcine relaxin response, buffer zero; Potency, µM (highest dose often 57.5 µM), for inactives: at the highest dose activation, hits mostly activators; hit rate 0.3% among 370,000; AID 2676, 2010; also: potency is read from the fitted curve at half-maximal effect; % is scaled to controls: 0 for no effect and ±100 for the full control effect; nearly all actives have a fitted effect of over 60% in size; many of its hits are not listed in these tables
# Target sequence (Q9HBX9 whole entry, looked up): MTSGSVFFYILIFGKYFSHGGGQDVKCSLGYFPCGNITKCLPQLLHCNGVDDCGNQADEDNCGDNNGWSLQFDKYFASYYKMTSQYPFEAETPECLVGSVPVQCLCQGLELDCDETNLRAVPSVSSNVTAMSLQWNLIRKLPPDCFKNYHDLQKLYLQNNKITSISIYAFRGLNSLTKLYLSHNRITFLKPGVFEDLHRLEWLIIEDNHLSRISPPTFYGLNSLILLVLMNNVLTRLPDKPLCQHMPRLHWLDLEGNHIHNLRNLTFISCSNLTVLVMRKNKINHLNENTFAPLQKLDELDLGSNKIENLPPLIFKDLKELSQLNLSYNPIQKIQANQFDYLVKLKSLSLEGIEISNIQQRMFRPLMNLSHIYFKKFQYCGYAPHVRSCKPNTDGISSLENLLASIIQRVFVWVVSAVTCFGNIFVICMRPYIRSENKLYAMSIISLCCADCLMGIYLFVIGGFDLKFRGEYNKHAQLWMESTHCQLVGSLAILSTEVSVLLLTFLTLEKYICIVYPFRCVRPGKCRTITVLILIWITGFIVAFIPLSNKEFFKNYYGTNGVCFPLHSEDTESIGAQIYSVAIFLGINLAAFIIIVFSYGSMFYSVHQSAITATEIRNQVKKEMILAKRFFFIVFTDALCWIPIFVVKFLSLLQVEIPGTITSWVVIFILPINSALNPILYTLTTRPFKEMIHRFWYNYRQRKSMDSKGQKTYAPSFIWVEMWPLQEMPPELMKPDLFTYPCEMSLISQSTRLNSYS
#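 HEK293T cells stably expressing RXFP1 were pretreated with the PDE4 inhibitor Ro 20174, exposed to compounds for 30 min at 37C, lysed, and cAMP was read by TR-FRET. Data normalized to buffer (basal) and 29 nM porcine relaxin (100%).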
# LDHA inh – qHTS assay for inhibitors of human lactate dehydrogenase | hit rate 0.15% among 480,000 | activity change, % (values are at about 110 or 230 µM) | AID 1347041, 2019 | purified LDHA, NADH/diaphorase-resazurin fluorescence; active compounds read low | L-lactate dehydrogenase A chain (Homo sapiens), P00338; in the data active = activity change below about -30%; inconclusive = mostly about -25% to -30%;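 also: plate controls were DMSO wells for no effect and wells without enzyme for full effect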
#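 LDH5 2 nM; NADH 0.06 mM, pyruvate 0.2 mM; 200 mM Tris pH 7.4, EDTA, Tween-20; 5 min RT. Detection: diaphorase 0.133 mg/mL + resazurin 37 µM, fluorescence ex540/em590 at 0 and 20 min; normalized to enzyme-free and DMSO wells.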
# Vif-A3F inh – qHTS for Inhibitors of Vif-A3F Interactions: qHTS. Potency, µM (titrated, usually from 46.1 µM), inactives show at the top dose activity, negative = active. HeLa A3F-eYFP + Vif (tagged APOBEC3F with the HIV-1 protein that degrades it), YFP fluorescence increase. hit rate 0.2% among 390,000; also: potency is read from the fitted curve at half-maximal effect; % of control where 0% means no effect; nearly all actives have a fitted effect of over 65% in size
#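 HeLa cells stably expressing A3F-eYFP plus Vif, plated and incubated overnight at 37 deg C, then exposed to compounds overnight at 37 deg C. Blocked degradation read as raised yellow fluorescence (Ex 488/Em 500-530).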
# An asterisk follows results filed as active; ? = inconclusive; / = not tested or not shown; & = joins results of further samples. Unless noted, calls follow the shape of the dose curve; as a rule, active = well fitted curve in the direction sought with a large enough effect; inconclusive = small, poorly fitted or top-dose-only effect, or another doubt; inactive = no such curve, though single readings can be large; an effect the other way counts as inactive or inconclusive. Not all compounds are listed; rates above refer to the full screens.
item	canonical_smiles	LDHA inh	D1 agonist	D1 PAM	Vif-A3F inh	D2 PAM
1	CC1(C)Oc2ccc3ccc(=O)oc3c2C(/C=N/O)C1=O (centres undefined)	-12	3	-9	2%	-9
2	O=C(Nc1cc(-c2ccccc2)[nH]n1)c1ccc(Cl)cc1	0	5&7	-2&-5	1%	9&-11
3	Cc1ccc(NC(=O)C(c2ccccc2)c2ccccc2)nc1	2	-3	-7	11%	10
4	Cc1ccc(S(=O)(=O)NCC(=O)N(CC(=O)NCc2ccco2)Cc2ccccc2)cc1	-9	2	-4	4%	20
5	CON(C)S(=O)(=O)c1cccc(C(=O)Oc2ccc(N(C)S(=O)(=O)c3ccccc3)cc2)c1	1	6	8	5%	-1
6	Cc1cccc(C(c2sc3nc(-c4ccco4)nn3c2O)N2CCOCC2)c1 (centres undefined)	-2	0	-2	-4%	9
7	Cc1ccc(S(=O)(=O)N2CCc3ccccc3CC2)cc1	0	/	/	11%	/
8	N/C(=N\OC(=O)c1csnn1)c1ccc(C(F)(F)F)cc1	-7	1	2	1%	2
9	COc1ccc(CC(=O)OCC(=O)Nc2cc(Cl)ccc2C)cc1	-2	/	/	3%	/
10	CCCn1c(N2CCOCC2)nc2c1c(=O)[nH]c(=O)n2C	-5	5	0	-2%	5

item	D1 antagonist	Vif-A3G inh	RXFP1 ag	GRP78 ERSR act
1	14	1%	4.0%	-2%
2	-13&-1	3%	1.3%&-0.5%	3%
3	-1	-7%	0.5%	-3%
4	17	4%	1.9%	-7%
5	-11	0%	-0.4%	-1%
6	/	-7%	-0.3%	-4%
7	/	1%	/	-5%
8	3	-4%	-2.1%	8%
9	/	-1%	/	-3%
10	-6	2%	-0.6%	-4%

# For reference, five of the compounds above:
item	canonical_smiles	LDHA inh	D1 agonist	D1 PAM	Vif-A3F inh	D2 PAM
1	CC1(C)Oc2ccc3ccc(=O)oc3c2C(/C=N/O)C1=O (centres undefined)	-12	3	-9	2%	-9
2	O=C(Nc1cc(-c2ccccc2)[nH]n1)c1ccc(Cl)cc1	0	5&7	-2&-5	1%	9&-11
3	Cc1ccc(NC(=O)C(c2ccccc2)c2ccccc2)nc1	2	-3	-7	11%	10
4	Cc1ccc(S(=O)(=O)NCC(=O)N(CC(=O)NCc2ccco2)Cc2ccccc2)cc1	-9	2	-4	4%	20
5	CON(C)S(=O)(=O)c1cccc(C(=O)Oc2ccc(N(C)S(=O)(=O)c3ccccc3)cc2)c1	1	6	8	5%	-1

item	D1 antagonist	Vif-A3G inh	RXFP1 ag	GRP78 ERSR act
1	14	1%	4.0%	-2%
2	-13&-1	3%	1.3%&-0.5%	3%
3	-1	-7%	0.5%	-3%
4	17	4%	1.9%	-7%
5	-11	0%	-0.4%	-1%

# Following part:
item	canonical_smiles	LDHA inh	D1 agonist	D1 PAM	Vif-A3F inh	D2 PAM
11	Cc1onc(-c2ccccc2)c1C(=O)Nc1ccc(S(=O)(=O)N2CCOCC2)cc1	-2	4	-11	-4%	15
12	O=C(COc1ccccc1[N+](=O)[O-])N/N=C/c1ccc(O)cc1	4	4	-6	4%	13
13	Cc1ccc(-n2ncc3c2CCCC3NC(=O)CCC2=NNC(=O)CC2)cc1C (centres undefined)	-3	2	-9	0%	11
14	COCC(C)N1CCC(Oc2ccc(C(=O)N3CCCC3)cc2)CC1 (centres undefined)	-8	2	-2	0%	0
15	Cc1cc(C)n(-c2ccc(C(=O)N3CCN(c4ccccn4)CC3)cc2)n1	-2	2	6	2%	-15
16	CCCCN(C)C/C(O)=C(\C#N)c1nc(-c2ccccc2)cs1	1	0	-4	3%	22
17	COc1ccc(N(CC(=O)N2CCCCC2)S(=O)(=O)c2ccccc2)c(OC)c1	-1	6	2	1%	-5
18	CCN(Cc1ccccc1)C(=O)Cn1c(=O)n(-c2cccc(C)c2)c(=O)c2c1c1cc(OC)ccc1n2C	-1	3	0	3%	-6
19	N=c1n(CCO)c2ccccc2n1CCN1CCCCC1	-9	4	2	-2%	2
20	Cc1ccc(-c2noc(CCCc3ccccc3)n2)cc1	1	7	4	0%	0

item	D1 antagonist	Vif-A3G inh	RXFP1 ag	GRP78 ERSR act
11	-13	-3%	-0.9%	-3%
12	20	-4%	5.0%	9%
13	-3	2%	1.5%	-5%
14	2	-4%	3.5%	-1%
15	-3	2%	0.6%	-2%
16	-3	2%	0.0%	2%
17	-10	-1%	2.0%	-3%
18	-6	-1%	11%	-1%
19	-20	1%	0.3%	6%
20	3	-4%	0.4%	7%

# Compound profiles, from the list above. Order of screens: LDHA inh	D1 agonist	D1 PAM	Vif-A3F inh	D2 PAM	D1 antagonist	Vif-A3G inh	RXFP1 ag	GRP78 ERSR act
# `COc1ccc(N(CC(=O)N2CCCCC2)S(=O)(=O)c2ccccc2)c(OC)c1` is listed as -1	6	2	1%	-5	-10	-1%	2.0%	-3%
# `CON(C)S(=O)(=O)c1cccc(C(=O)Oc2ccc(N(C)S(=O)(=O)c3ccccc3)cc2)c1` is listed as 1	6	8	5%	-1	-11	0%	-0.4%	-1%

# New compounds follow.
item	canonical_smiles	LDHA inh	D1 agonist	D1 PAM	Vif-A3F inh	D2 PAM
21	C#CCCCc1nc2ccccc2c(=O)n1N	-4	0	1	4%	11
22	O=c1c(Cc2c(F)cccc2Cl)c(O)ccn1CCCn1ccnc1	-7	0	-1	-7%	-5
23	Cn1c(SCC(=O)NCC2CCCO2)ncc(C(=O)Nc2ccccc2)c1=O (centres undefined)	-4	0	-2	-6%	-14
24	COC(=O)c1c(SCC(=O)Nc2cc(C)cc(C)c2)[nH]c2ccccc2c1=O	4	4	2	?	/
25	CCOc1ccccc1C1c2[nH]c3ccccc3c2C[C@H]2C(=O)N(C3CC3)CC(=O)N12 (some centres undefined)	3	3	-1	0%	/
26	CCCNC(=O)Cn1c(=O)n(CC(=O)N2CCCCC2)c(=O)c2sccc21	-9	5	0	-8%	6
27	CCOc1cc2[nH]c(=O)n(CCCC(=O)NCc3ccco3)c(=O)c2cc1OCC	-5	1	-8	7%	/
28	O=S(=O)(c1ccc(Nc2ccc3c(c2)OCO3)nc1)N1CCOCC1	6	0	-5	/	6
29	CCCN(C(=O)c1nn(-c2ccc(OC)cc2)c(=O)c2c1c1ccccc1n2C)c1ccc(CC)cc1	-3	2	2	/	/
30	CCOc1ccc(N(CC(=O)NCCc2ccc(C)cc2)S(=O)(=O)c2c(C)noc2C)cc1	-4	5	11	2%	-7

item	D1 antagonist	Vif-A3G inh	RXFP1 ag	GRP78 ERSR act
21	3	0%	2.4%	-2%
22	/	0%	3.2%	0%
23	24	-10%	1.8%	3%
24	13	-17%	1.2%	-3%
25	9	-10%	-1.2%	-2%
26	6	3%	-1.6%	-6%
27	0	1%	-2.3%	0%
28	-7	-1%	-0.1%	1%
29	-19	/	19%	/
30	2	-12%	2.1%	-2%

# Next records
item	canonical_smiles	LDHA inh	D1 agonist	D1 PAM	Vif-A3F inh	D2 PAM
31	CN(C)CCCN(C(=O)/C=C/c1cccs1)c1nc2c(F)cccc2s1	2	16	-4	1%	-12
32	Oc1ccccc1C=NCCCCCCN=Cc1ccccc1O	-4	2	8	13%	-6
33	CCCCc1ccc(NC(=O)CSc2nc(=O)n(CCN(CC)CC)c3c2CCC3)cc1	-2	8	-3	-6%	1
34	O=C(/C=C/c1cccc([N+](=O)[O-])c1)Nc1ccccc1N1CCOCC1	1	1	-4	0%	3
35	COc1ccc(-c2cc(C(=O)NCCc3ccccc3)c3c(-c4ccccc4)[nH]nc3n2)cc1	-16	3	-1	?	-6
36	C[C@H](NC(=O)Cc1cccc2ccccc12)C(=O)NCc1ccccc1	0	3	1	-2%	-1
37	Cc1cccc2nc3c(nc12)-c1ccccc1C3=O	-6	1	8	0%	-1
38	CC(C)N(Cc1nc(-c2ccccc2)no1)C(=O)COc1ccccc1	-1	6	-2	3%	5
39	Cc1ccc(Cl)cc1N1CCN(C(=O)COc2ccc(S(=O)(=O)NC(C)C)cc2)CC1	0	11	/	3%	3
40	COc1ccc(-c2noc(-c3ccccc3C(=O)NCc3ccco3)n2)cc1OC	5	1	3	3%	32*

item	D1 antagonist	Vif-A3G inh	RXFP1 ag	GRP78 ERSR act
31	12	-12%	2.0%	-14%
32	7	-6%	0.9%	-4%
33	-2	0%	-0.2%	-1%
34	-12	-5%	3.4%	-1%
35	-40*	-15%	4.7%	0%
36	-6	-11%	2.4%	-2%
37	-1	-3%	-2.4%	1%
38	-9	0%	0.7%	-4%
39	-13	3%	-0.3%	-1%
40	4	-11%	0.3%	-3%

# Next structures:
item	canonical_smiles	LDHA inh	D1 agonist	D1 PAM	Vif-A3F inh	D2 PAM
41	COC(=O)c1cc(S(=O)(=O)Nc2cc(OC)cc(OC)c2)c[nH]1	0	6	-4	0%	-1
42	COC(=O)c1cn(CC(=O)N2CCCCC2C)c2ccccc12 (centres undefined)	1	1	-9	0%	-2
43	O=C(NC1CCCC1)C1CCCN(S(=O)(=O)c2cccc3cccnc23)C1 (centres undefined)	-1	-3	-2	-4%	5
44	Cc1ccc(Cn2nc(C)c(NC(=O)c3nn(C)cc3Cl)c2C)cc1	-5	2	7	1%	-2
45	COc1ccc(CN(C(=O)c2ccco2)C2CC(C)N(C)CC2C)cc1 (centres undefined)	-1	3	-3	/	6

item	D1 antagonist	Vif-A3G inh	RXFP1 ag	GRP78 ERSR act
41	-4	4%	-4.5%	-3%
42	22	-1%	3.3%	2%
43	7	1%	0.7%	-5%
44	-5	0%	0.4%	-7%
45	10	1%	0.8%	-1%
